Source: PubChem (Fisher Drug Discovery Resource Center)
mcGAS RapidFire: inhibitors of mouse cGAS | Q8C6L5 | AID 1259397 | inhibition, % at 12.5 µM | recombinant mouse cGAS, cGAMP by RapidFire MS | 0.18% of 130,000 active;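 active = inhibition of cGAS enzyme activity at or above 60%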;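 note: enzyme stimulated by 45 bp dsDNA with ATP and GTP substrates; cGAMP share of summed cGAMP plus half ATP and half GTP signals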
Target sequence (Q8C6L5 whole entry, looked up): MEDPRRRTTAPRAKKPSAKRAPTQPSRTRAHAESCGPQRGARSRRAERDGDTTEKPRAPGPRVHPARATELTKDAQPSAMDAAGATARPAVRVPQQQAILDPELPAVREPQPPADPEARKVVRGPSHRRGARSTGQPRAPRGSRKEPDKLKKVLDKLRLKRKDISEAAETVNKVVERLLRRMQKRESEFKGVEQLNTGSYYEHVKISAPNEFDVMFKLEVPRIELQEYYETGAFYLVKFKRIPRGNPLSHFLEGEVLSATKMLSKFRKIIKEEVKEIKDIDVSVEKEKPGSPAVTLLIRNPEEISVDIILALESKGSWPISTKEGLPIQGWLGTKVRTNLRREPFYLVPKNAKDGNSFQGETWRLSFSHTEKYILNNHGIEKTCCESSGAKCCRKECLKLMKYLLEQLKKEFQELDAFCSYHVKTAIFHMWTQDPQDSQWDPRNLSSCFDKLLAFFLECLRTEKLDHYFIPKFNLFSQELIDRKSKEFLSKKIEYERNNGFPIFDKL
* hit, by the source's call; & = joins results of further samples. An excerpt. The share of hits here may be higher or lower than overall.

SMILES	mcGAS RapidFire
Cc1c(C#N)c(=O)[nH]c(=O)n1CC1CCCO1 (stereo unspecified)	-2
NC(=O)c1ccsc1NC(=O)Cn1cnc2sccc2c1=O	-1
CNC(=O)C(=O)NCC1OCCN1S(=O)(=O)c1c(C)cc(C)cc1C (stereo unspecified)	-6
Cn1ccnc1CN(C(=O)c1cccc(-c2ccco2)c1)C1CC1	-30
CC(c1ccncc1)N(C)C(=O)Nc1ccccc1S(C)=O (stereo unspecified)	-20
O=C(NCC(c1cccnc1)N1CCN(Cc2ccccc2)CC1)C(=O)Nc1cccc([N+](=O)[O-])c1 (stereo unspecified)	5
O=C1NC(=O)C2(CCCCC2)N1	-5
CCOCCCNc1cc(=O)n(-c2ccccc2)nc1C(=O)OCC	-3
O=C(Nc1ncc([N+](=O)[O-])s1)c1cccs1	86*
Cc1cccc(C2(C(=O)N3CCC(CC(N)=O)CC3)CCC2)c1	5
OCC1(Cc2ccccc2)CCCN(Cc2cn[nH]c2-c2cccc(F)c2)C1 (stereo unspecified)	-5&-4
Cc1nc(C)c(CC(=O)NC(C)c2nc(C(C)C)no2)s1 (stereo unspecified)	-19
N#Cc1cccnc1NCCOc1ccc2ccccc2c1	-11
C(=NNc1ccccc1)c1c[nH]c2ccccc12	-8
Cn1cc(-c2csc(C(O)(c3ccccc3)C(F)(F)F)n2)cn1 (stereo unspecified)	6
CC1(C(=O)NS(=O)(=O)c2ccccc2C(F)(F)F)CCN1C(=O)c1cccc(F)c1 (stereo unspecified)	-12
Cc1c(C(=O)N(C)Cc2cnn(-c3ccccc3)c2)cnc2ccnn12	-11
CC(C)C(C)(C#N)NC(=O)CC1CC2CCC1C2 (stereo unspecified)	-6
COCC(=O)Nc1ccccc1-c1cccc2cnccc12	-11
O=C1C(=O)N(CN2CCCC2c2cccs2)C(=O)N1Cc1cccs1 (stereo unspecified)	-11
CC(=O)N1CCC(C(=O)Nc2nc(SCc3ccc(Cl)cc3)n[nH]2)CC1	3
CC(c1ccc(S(C)=O)cc1)N(C)Cc1ccc(Cl)cc1Cl (stereo unspecified)	-1
COc1ccc(CCc2nnc(CCC(=O)N3CCC(c4ccc(F)cc4)C3)o2)cc1 (stereo unspecified)	-7&-4
CC(c1ccccc1)N(C)C(=O)NC1CCN(C(=O)C2CC2)CC1 (stereo unspecified)	-3
Cc1cccc(NC(=O)CCC2CCN(S(=O)(=O)c3ccc(C)s3)CC2)c1	2

Continuation:
SMILES	mcGAS RapidFire
CCOc1c(F)cccc1C(=O)N(C)C(C)CSC (stereo unspecified)	-3
O=c1cc2c(nn1Cc1ccc(Br)cc1F)CCCC2	0
CC(=O)Nc1ccc(-c2cn(C(C)Cc3cnccn3)nn2)cc1 (stereo unspecified)	-11&-8
Cc1nn(-c2ccc(Cl)cc2Cl)c(C)c1CC(=O)Nc1c[nH]ccc1=O	10
COc1ccc(CC(=O)N2CCC(N3CCC(C(=O)NC4CC4)CC3)CC2)cc1	-5&-2
Cc1cc(C(=O)CSc2nnnn2C2CC2)c(C)n1Cc1ccco1	-6
CC(c1cccnc1)N(C)Cc1nccn1C(C)C (stereo unspecified)	-9
Cc1ncsc1CCS(=O)(=O)CC1CCCO1 (stereo unspecified)	-11
Cc1nc(-n2ccc3nc4ccn(-c5ccccn5)c(=O)c4cc3c2=O)n[nH]1	-3
O=C(NC1C2CC3CC(C2)CC1C3)C1CCC(=O)N(CCCc2ccccc2)C1 (stereo unspecified)	-13
O=C(Cc1ccccc1O)N1CCc2c(Cl)cccc2C1	-13
NC(=O)Cn1ccn(-c2ccc3c(c2)OCO3)c(=O)c1=O	2
O=C(NCC1Cc2ccccc2O1)N1CCN(C(=O)C2CCCC2)CC1 (stereo unspecified)	-15
NC(=S)NN=C1CCCC1c1ccccn1 (stereo unspecified)	-1
CN(CC1OCCO1)C(=O)C1CCN(Cc2c(-c3ccc4c(c3)OCO4)nc3ncccn23)CC1	-3
Cc1nc(N2CCC(N3CCCCC3)CC2)nc2ccccc12	-9
C=CCC1(CC=C)CCCCN1CCn1c(=O)oc2ccccc21	-6
Cc1ncnc(N2CCCC(CO)(Cc3ccc(F)cc3)C2)c1C (stereo unspecified)	-3
Cc1cc(C)cc(NC(=O)CC(=O)N2CCC3(CC2)C(=O)NCCN3C)c1	-7
CCOC1CC(NC(=O)c2nc3nccc(C)n3n2)C12CCC2 (stereo unspecified)	-10
Cc1c(C(=O)O)sc(=S)n1-c1ccc(Cl)cc1	-4
Cc1ccnc(SCCn2c(N3CCCCCC3)nc3c2c(=O)[nH]c(=O)n3C)n1	14
CN1CCN(C(=O)C2CSCN2C(=O)OC(C)(C)C)CC1 (stereo unspecified)	-9
Cc1onc(-c2ccccc2)c1C(=O)N1CCN(c2ccccc2)CC1	-1
CCCn1nccc1NC(=O)COC(=O)CC1CCS(=O)(=O)C1 (stereo unspecified)	-14

Taken from the entries so far for reference:
SMILES	mcGAS RapidFire
Cc1cc(C(=O)CSc2nnnn2C2CC2)c(C)n1Cc1ccco1	-6
CC(c1cccnc1)N(C)Cc1nccn1C(C)C (stereo unspecified)	-9
Cc1ncsc1CCS(=O)(=O)CC1CCCO1 (stereo unspecified)	-11
Cc1nc(-n2ccc3nc4ccn(-c5ccccn5)c(=O)c4cc3c2=O)n[nH]1	-3
O=C(NC1C2CC3CC(C2)CC1C3)C1CCC(=O)N(CCCc2ccccc2)C1 (stereo unspecified)	-13
O=C(Cc1ccccc1O)N1CCc2c(Cl)cccc2C1	-13
NC(=O)Cn1ccn(-c2ccc3c(c2)OCO3)c(=O)c1=O	2
O=C(NCC1Cc2ccccc2O1)N1CCN(C(=O)C2CCCC2)CC1 (stereo unspecified)	-15
NC(=S)NN=C1CCCC1c1ccccn1 (stereo unspecified)	-1
CN(CC1OCCO1)C(=O)C1CCN(Cc2c(-c3ccc4c(c3)OCO4)nc3ncccn23)CC1	-3
Cc1nc(N2CCC(N3CCCCC3)CC2)nc2ccccc12	-9
C=CCC1(CC=C)CCCCN1CCn1c(=O)oc2ccccc21	-6
Cc1ncnc(N2CCCC(CO)(Cc3ccc(F)cc3)C2)c1C (stereo unspecified)	-3
Cc1cc(C)cc(NC(=O)CC(=O)N2CCC3(CC2)C(=O)NCCN3C)c1	-7
CCOC1CC(NC(=O)c2nc3nccc(C)n3n2)C12CCC2 (stereo unspecified)	-10

(listing goes on)
SMILES	mcGAS RapidFire
O=C(Cn1cc([N+](=O)[O-])ccc1=O)NCCC1=CCCCC1	-6
Cc1cc(C)cc(C2CC(C)(O)CC(c3cc(C)cc(C)c3)S2)c1 (stereo unspecified)	3
COc1ncc(C(=O)N2C[C@H]3CC=C(C)C[C@H]3C2)cn1	6
CCn1c(C2CCCN(C(=O)c3cccc4cc(C)oc34)C2)nn(C)c1=O (stereo unspecified)	-10
COc1ccc(-c2nc(-c3ccc(-c4cccc(Cl)c4)o3)[nH]c2-c2ccc(OC)cc2)cc1	-1
Cn1c(=O)[nH]c(=O)c2c1nc(N1CCN(Cc3ccc(Cl)cc3)CC1)n2CCCc1ccccc1	0
O=C(NCC1CCCN(Cc2ccc(C(F)(F)F)cc2)C1)c1cccs1 (stereo unspecified)	-6
COC(=O)CCC1(CCC(=O)OC)C(=O)CC(C)(C)CC1=O	-1
CN1CCN(NC(=S)Nc2ccc(SC(F)F)cc2)CC1	-8
COc1cccc2c1OCC([C@@H]1C[C@H]3CN(Cc4cccc(Cl)c4)C(=O)[C@]34CCCN14)=C2	8
Cn1cc(C(=O)NC2CC(=O)N(Cc3cccc4ccccc34)C2)cn1 (stereo unspecified)	-20
NC(=O)CCN(Cc1ccccc1)S(=O)(=O)c1ccc2c(c1)CCC2	-5
O=C(C1CC2(CCNCC2)CN1)N1CCC(Oc2ccccc2F)CC1 (stereo unspecified)	-11
COC(=O)CCc1c(C)nc2c(c1C)c(=O)n(CCC#N)n2C	-20
Cc1n[nH]c(C)c1CN1C[C@H](N)C[C@H]1C(=O)NC(C)C	-2
NC(=O)c1ccnc(N2CCC(CO)(Cc3ccccc3C(F)(F)F)CC2)c1	-5
Cn1ccnc1SCCNc1nccc(N2CCC(O)CC2)n1	-11
Cc1noc(C)c1CCC(=O)N1CCCC(C(=O)c2ccc(C(F)(F)F)cc2)C1 (stereo unspecified)	3
CC1(C(=O)NS(=O)(=O)c2cccc(C#N)c2)CCN1C(=O)Cc1ccccc1 (stereo unspecified)	-15
Cc1nc(CC(=O)Nc2cccc(N3CCCCCC3)c2)cs1	-17
CCOc1cc(C2NC(=O)c3c(n[nH]c3C)N2)ccc1OC(C)C(=O)N(C)C (stereo unspecified)	1
O=C(c1cccc(F)c1)N1CCC2(CCCN(CC3CCCCC3)C2=O)C1 (stereo unspecified)	-12
O=C(NNC(=O)c1cc(F)ccc1F)c1cccc(S(=O)(=O)N2CCOCC2)c1	24
COc1ccc(N=C(C)c2c(C(F)(F)F)[nH]n(-c3nc4ccccc4s3)c2=O)c(OC)c1	-1
O=C(CCCc1ccc(Br)s1)Nc1ccncc1	6

Next part:
SMILES	mcGAS RapidFire
CCc1nc(NCCN(CC)CC)c(C#N)c2c1COC(C)(C)C2	-28
COc1cccc(C2CCCN2C(=O)c2oc3ccc(C)cc3c2C)c1 (stereo unspecified)	-6
CC(C)N(C)CCN1C(=O)CC(C(=O)O)C1c1ccc2c(c1)CCO2 (stereo unspecified)	-12
Nc1nc(-c2ccc(Cl)c(Cl)c2)c(-c2ccncc2)s1	5
CC(=O)Nc1cc(-c2ccccc2)nn1-c1ccc(C(=O)NCCc2ccccc2F)cc1	2
CCc1ccc(S(=O)(=O)NNC(=O)C(C)C)cc1	-3
CC1Cc2cc(-c3cc(COC(=O)Cn4cnc5ccccc54)no3)ccc2O1 (stereo unspecified)	-3
COc1cccc2c1OCCCN(Cc1nc(-c3ccc(C(F)(F)F)cc3)oc1C)C2	-9
COc1ccc(-c2cc3nc(NCCCN(C)C)n(C)c(=O)c3s2)c(C)c1	4
Fc1ccc(C2CN(Cn3cc(Cl)cn3)CCO2)cc1F (stereo unspecified)	-5
COc1ccc(OC)c(C2CCCN2C(=O)CCl)c1 (stereo unspecified)	15
OC(c1ccccn1)C1CCN(Cc2cc3n(n2)CCNC3)CC1 (stereo unspecified)	-13
CC(C)CC(Nc1nc(-c2ccccn2)nc2c1CCNC2)c1cccnc1 (stereo unspecified)	-6
O=C(/C=C/c1ccc(F)c(Cl)c1)N1CCN(CC(=O)N2CCCC2)CC1	1
CC(C)c1nccn1CCCNC(=O)c1ccc(-c2cn[nH]c2)nc1	-15
CC(C)(C)c1ccc(C(=O)N2CCN(c3ccc(-n4cccn4)nn3)CC2)cc1	-10
COc1cc(NC(=O)c2cn[nH]c2C)ccc1Br	-5&-4
CC(=O)c1ccc2c(c1)N(Cc1ccc(F)cc1)C(=O)C(C)S2 (stereo unspecified)	0
Cn1c(=O)c2c(nc(-n3ccnc3)n2C)n(C)c1=O	0
Cc1ncsc1CCN(C)Cc1cccc(-n2cccn2)c1	-33
O=C(CCOc1cccc(Cl)c1Cl)Nc1nccs1	-16
COc1ccc(OC)c(NC(=O)CSc2nc(=O)n3cccc(C)c3n2)c1	1
CCCC(C)(CO)NCc1cnc2cc(C)ccn12 (stereo unspecified)	-3
Cc1cc(C(=O)N(Cc2ccco2)c2nc3c(F)cccc3s2)no1	-6
COc1ccc(CON=C(C)c2ccc3c(c2)OCCO3)cc1F	-3

Ordered by length of the SMILES (falling): 3 of the compounds above.
SMILES	mcGAS RapidFire
CC1Cc2cc(-c3cc(COC(=O)Cn4cnc5ccccc54)no3)ccc2O1 (stereo unspecified)	-3
COc1ccc(OC)c(NC(=O)CSc2nc(=O)n3cccc(C)c3n2)c1	1
Nc1nc(-c2ccc(Cl)c(Cl)c2)c(-c2ccncc2)s1	5

Later entries.
SMILES	mcGAS RapidFire
O=C(NCc1ccon1)Nc1cc(F)ccc1N1CCCCC1	-18
COc1cc2nc(CSc3nnnn3C3CC3)[nH]c(=O)c2cc1OC	-5
CCCCN1C(=O)Nc2c(Br)cc(Br)cc2S1(=O)=O	-6
N=C1/C(=C/c2ccc(C(=O)O)cc2)C(=O)N=C2SC(SCc3ccccc3)=NN12	16
O=C(NC12CCC(O)C(SC1)C2=O)c1ccccc1 (stereo unspecified)	-5
COc1ccccc1-c1n[nH]c(=S)n1-c1ccc(C)cc1	-2
Cc1ccsc1/C=C/c1n[nH]c(=O)c(C#N)c1C	0
CCN(Cc1noc(CC(C)C)n1)C(=O)c1ccc2nc(C)c(C)nc2c1	-9
O=C(CCCc1ccccc1)Nc1ccccc1NC(=O)N1CCCC1	-3
CSC1=C(C#N)C2(CCCC2)C(C#N)C(=O)N1 (stereo unspecified)	-9
Cc1cc(CC(C)NC(=O)c2cccc3c2NCCC3)n[nH]1 (stereo unspecified)	-7
CCOC(=O)c1sc2ncnc(N3CCCN(Cc4ccc(F)cc4)CC3)c2c1C	-16
COc1ccc(C(=O)N2CCCC2C(=O)Nc2ccc(-n3ccnc3C)cc2)o1 (stereo unspecified)	-9
C=c1c(=C2N=C(c3cccc(C)c3)NO2)sc2ncn(CC(=O)Nc3ccc(Cl)cc3)c(=O)c12	-1
CCCCCn1c(=O)c2c(nc3n(C)c(C)c(C)n23)n(C)c1=O	-4
O=C1CCC([N+](=O)[O-])C(c2cccc3ccccc23)N1 (stereo unspecified)	-12
COCC1(C(=O)N2CCCC(Cc3ccc(C(=O)O)cc3)C2)CCC1 (stereo unspecified)	-16
COc1ccc2c(c1C)CCC1=C2CCC2(C)C1=CCC2O (stereo unspecified)	1
CC1(C(=O)Nc2ccc3c(c2)OCCO3)CCN1Cc1ccc(-n2ccnc2)cc1 (stereo unspecified)	2
O=c1[nH]c(/C(Cl)=C\c2ccc(N3CCCCC3)cc2)nc2sc3c(c12)CCC3	-2
CC(NC(=O)Cn1ccc2ccccc21)c1nnnn1-c1ccccc1 (stereo unspecified)	-5
S=c1[nH]nc(-c2cc(-c3cccs3)nc3ccccc23)o1	43
Clc1ccc(OCCN2CCc3ccccc3C2)cc1	-1
O=C1Nc2ccccc2SC1SCCN1C(=O)c2c(F)ccc(F)c2C1=O (stereo unspecified)	0
COc1cc(NCCNc2cccnc2)ncn1	-30
CC(=O)c1ccc(OCc2nc3ccccc3c(C(=O)N3CCC4(CC3)CC(=O)c3cc(F)ccc3O4)c2C(=O)N2CCC3(CC2)CC(=O)c2cc(F)ccc2O3)cc1	6
